RORg inh = qHTS for inhibitors of ROR gamma transcriptional activity | Nuclear receptor ROR-gamma (Mus musculus), P51450 | Potency, µM (series often up to 53.6 µM), for inactives: top-dose activity change, negative = inhibition, actives largely listed as inhibitors | hit rate 5.4% among 310,000 | Drosophila S2 Gal4-RORgamma UAS-luciferase reporter, 20 h; also: potency is read from the fitted curve at half-maximal effect; % is scaled to controls: 0 for no effect and ±100 for the full control effect; nearly all actives have a fitted effect of over 60% in size
Target sequence (P51450 whole entry, looked up, the tested form may be a part): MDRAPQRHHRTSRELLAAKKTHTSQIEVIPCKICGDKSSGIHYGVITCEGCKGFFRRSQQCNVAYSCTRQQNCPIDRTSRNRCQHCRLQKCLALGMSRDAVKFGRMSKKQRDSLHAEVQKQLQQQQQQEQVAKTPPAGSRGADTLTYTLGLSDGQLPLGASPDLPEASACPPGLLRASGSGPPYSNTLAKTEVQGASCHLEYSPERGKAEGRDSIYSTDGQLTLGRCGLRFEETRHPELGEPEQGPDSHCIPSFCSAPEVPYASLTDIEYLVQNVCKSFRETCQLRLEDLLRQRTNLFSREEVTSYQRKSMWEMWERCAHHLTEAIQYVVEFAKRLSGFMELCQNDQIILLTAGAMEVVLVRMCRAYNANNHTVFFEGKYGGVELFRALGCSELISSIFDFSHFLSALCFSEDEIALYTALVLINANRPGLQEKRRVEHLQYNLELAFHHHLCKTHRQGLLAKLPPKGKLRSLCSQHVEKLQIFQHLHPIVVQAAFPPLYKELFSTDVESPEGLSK
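ROR gamma transcriptional activity was tracked as Gal4-UAS luciferase output in stably transfected Drosophila Schneider cells, with compound added 1 hr before 700 uM copper sulfate induction and a 20 hr ambient-temperature incubation.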
FLuc modulator = qHTS profiling assay for firefly luciferase inhibitor/activator using purifed enzyme and Km concentrations of substrates (counterscreen for miR-21 project); AID 588342, 2011; purified FLuc, Km substrates, luminescence inhibition; Luciferin 4-monooxygenase (Photinus pyralis), P08659; Potency, µM (top dose mostly 57.5 µM), for inactives: top-dose activity change, negative = inhibition, actives largely listed as inhibitors; hit rate 6.9% among 360,000;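 also: potency is read from the fitted curve at half-maximal effect; plate controls were vehicle for no effect and reference inhibitor for full effect; nearly all actives have a fitted effect of over 55% in size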
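Purified P. pyralis luciferase (10nM final) with 10uM D-luciferin and 10uM ATP (Km levels) in 50mM Tris acetate pH 7.5, 10mM Mg acetate, 0.01% Tween-20, 0.05% BSA; qHTS 6-point titration, ~60 µM downward; luminescence read.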
VP16 counter = VP16 counterscreen qHTS for inhibitors of ROR gamma transcriptional activity; Potency, µM (highest dose often 53.6 µM), without a hit: top-dose activity, negative = inhibition, usual class: inhibitors; hit rate 3.5% among 310,000; Drosophila S2 Gal4-VP16 UAS-luciferase, luminescence, 20 h;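 also: Gal4-VP16 expression switched on by copper sulfate through the metallothionein promoter; potency is read from the fitted curve at half-maximal effect; % is scaled to controls: 0 for no effect and ±100 for the full control effect; nearly all actives have a fitted effect of over 50% in size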
Giardia kill = Small Molecules that selectively kill Giardia lamblia: qHTS; Giardia lamblia trophozoite viability; activity change, % at 7.66 µM, hits read low; hit rate 0.15% among 340,000; AID 540267, 2011; in the data active = activity change below about -80%; inconclusive = between about -30% and that limit;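 also: parasites exposed to compound for two days anaerobically before the ATP read; % is scaled to controls: 0 for no effect and ±100 for the full control effect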
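ATP-content bioluminescence gauges trophozoite survival. Cells (100/well) receive compound and incubate anaerobically for 48 hrs at 37 deg C; detection reagent follows for 15-30 min at room temperature.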
Rab9 promoter act = qHTS Assay for Rab9 Promoter Activators; Huh7 Rab9 promoter-luciferase reporter, luminescence, 24 h; Potency, µM (top dose mostly 9.22 µM), without a hit: top-dose activation, negative = inhibition, actives largely listed as activators; hit rate 2.8% among 320,000; also: potency is read from the fitted curve at half-maximal effect; % of control where 0% means no effect; nearly all actives have a fitted effect of over 60% in size
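Cells were plated at 1500 per well in reduced-serum medium with 10% FBS and left 2 h. Compound in DMSO was then added for 24 h at 37 °C. Reporter signal was read by luminescence after 10 min with luciferase detection reagent.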
KCNH2 3.1 block = qHTS for Inhibitors of KCHN2 3.1: Mutant qHTS; Potassium voltage-gated channel subfamily H member 2, brain isoform KCNH2 3.1 (human); U2OS KCNH2 3.1, thallium flux FluxOr; stronger effect = lower value; activity change, % (tested at about 1.8 µM); hit rate 0.95% among 340,000; AID 720553, 2013;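 active = maximum activity change below -70%; inconclusive = maximum activity change from -70% to -50%; inactive = maximum activity change above -50%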;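 also: thallium influx rate constant from kinetic fluorescence after stimulation buffer; % is scaled to controls: 0 for no effect and ±100 for the full control effect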
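We transduce U2OS cells with the mutant 3.1 virus, culture them overnight, load FluxOr with Red40 quencher for 45 min, then add stimulation buffer and read kinetically for 2 min to derive a normalized rate constant.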
Tb PFK inh = qHTS Assay to Find Inhibitors of T. brucei phosphofructokinase | ATP-dependent 6-phosphofructokinase (Trypanosoma brucei brucei), O15648 | T. brucei PFK, ADP-Glo luminescence | Potency, µM (top dose mostly 57.5 µM), inactives show top-dose activity, negative = inhibition, most hits filed as inhibitors | hit rate 0.17% among 330,000;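 also: potency is read from the fitted curve at half-maximal effect; 0% = uninhibited 1x PFK enzyme wells and -100% = no-enzyme wells; nearly all actives have a fitted effect of over 60% in size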
Target sequence (O15648 whole entry, looked up): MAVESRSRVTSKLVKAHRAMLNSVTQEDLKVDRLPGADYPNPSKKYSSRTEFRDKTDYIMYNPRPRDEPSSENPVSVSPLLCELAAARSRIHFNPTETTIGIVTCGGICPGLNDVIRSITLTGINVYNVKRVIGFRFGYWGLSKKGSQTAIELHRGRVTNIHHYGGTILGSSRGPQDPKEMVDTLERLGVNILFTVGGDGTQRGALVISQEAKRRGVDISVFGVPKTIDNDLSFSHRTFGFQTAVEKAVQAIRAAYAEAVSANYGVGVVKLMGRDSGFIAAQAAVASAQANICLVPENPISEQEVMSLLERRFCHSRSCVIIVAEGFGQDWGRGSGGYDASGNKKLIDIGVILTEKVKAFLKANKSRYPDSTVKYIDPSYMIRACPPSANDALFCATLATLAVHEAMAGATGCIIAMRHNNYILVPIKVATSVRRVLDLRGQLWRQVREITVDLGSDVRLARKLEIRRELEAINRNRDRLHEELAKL
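Activity is normalized to no-enzyme wells (full inhibition) and 1.25 nM enzyme wells (no inhibition). Reaction: 0.5 mM F6P, 0.1 mM ATP, 45 min RT, ADP-Glo luminescence; concentration-response curves fitted and classed by quality.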
NPC1 promoter act = qHTS Assay for NPC1 Promoter Activators; Huh7 NPC1 promoter luciferase reporter, 24 h; Potency, µM (highest dose often 9.22 µM), for inactives: at the highest dose activation, most hits filed as activators; hit rate 2.4% among 320,000; AID 485313, 2010;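 also: potency is read from the fitted curve at half-maximal effect; % of control where 0% means no effect; nearly all actives have a fitted effect of over 60% in size; reporter is driven by a mutant NPC1 promoter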
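Huh7 reporter cells (NPC1 promoter driving luciferase) are dosed with compound for 24 h at 37 °C, 5% CO2; luciferase detection reagent is then added and luminescence measured after 10 min at ambient temperature.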
ELG1 genotox = qHTS screen for small molecules that induce genotoxicity in human embryonic kidney (HEK293T) cells expressing luciferase-tagged ELG1; HEK293T ELG1-luciferase reporter, luminescence, 16 h; Potency, µM (titrated, usually from 46 µM), for the others: top-dose activity change, positive = activation, usual class: activators; hit rate 1.3% among 330,000; also: potency is read from the fitted curve at half-maximal effect; % of control where 0% means no effect; nearly all actives have a fitted effect of over 60% in size
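Step 1: seed 2,000 HEK293T ELG1-luciferase cells per well. Step 2: add compound or DMSO, incubate 16 hr at 37 °C. Step 3: ONE-Glo, 30 min at room temperature, read luminescence.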
uPA generation = qHTS for Inhibitors of Cell Surface uPA Generation; cell surface uPA generation assay, qHTS; Potency, µM (top dose mostly 38.3 µM), for inactives: at the highest dose activity change, negative = inhibition, most hits filed as inhibitors; hit rate 0.31% among 330,000; active = well fitted inhibition curve with a large enough effect; inconclusive = small, poorly fitted or top-dose-only effect; inactive = no such curve, though single readings can be large or run the other way; tested in mouse RAW 264.7 cells; also: potency is read from the fitted curve at half-maximal effect; % is scaled to controls: 0 for no effect and ±100 for the full control effect; nearly all actives have a fitted effect of over 55% in size
Coupling enz = qHTS Assay for Inhibitors of Fructose-1,6-bisphosphate Aldolase from Giardia Lamblia: Coupling assay counterscreen. coupling enzyme system counterscreen, AmpLite Red fluorescence. activity change, negative = inhibition, % at 58.2 µM, hits read low. hit rate 0.67% among 290,000. AID 2472, 2010; in the data active = activity change below about -30%; also: % is scaled to controls: 0 for no effect and ±100 for the full control effect
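Compounds tested against the coupling enzymes alone at 57.5 uM final; readout was AmpLite Red fluorescence (525/598 nm) after 20 min at RT.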
Starred values were filed as active, the others as inactive; ? = inconclusive; / = no result given; [ ] = dose if it differs, or a comment. Unless noted, calls follow the shape of the dose curve; as a rule, active = well fitted curve in the direction sought with a large enough effect; inconclusive = small, poorly fitted or top-dose-only effect, or another doubt; inactive = no such curve, though single readings can be large; an effect the other way counts as inactive or inconclusive.

[1] COc1ccc(OC)c(/C=N/NC(=O)c2cc(-c3ccc(C)o3)nc3ccccc23)c1
[2] C=CCn1cc(C(=O)NCCCOC)c(=O)c2cc(S(=O)(=O)N(CC)CC)ccc21
[3] CCOc1ccc(CCNC(=O)c2ccc(N3CCCC3=O)cc2)cc1OCC
[4] C=CCn1c(SCC(=O)NC2CCCCC2)nnc1C1CCCCC1
[5] CN(C)C(=O)NC(Nc1cccc([N+](=O)[O-])c1)C(Cl)(Cl)Cl (stereo not given)
[6] CN(C)S(=O)(=O)N(CC(=O)N1CCN(Cc2ccccc2)CC1)c1ccccc1
[7] COc1ccc2cc(C3(C)NC(=O)N(CC(=O)NCc4ccco4)C3=O)ccc2c1 (stereo not given)
[8] COc1cc(C(=O)N2CCN(C(=O)CC(C)C)CC2)cc(OC)c1OC
compound no.	1	2	3	4	5	6	7	8
RORg inh	?	22%	2%	10%	-2%	4%	20%	-18%
FLuc modulator	?	2%	-5%	0%	-2%	-2%	-5%	6%
VP16 counter	?	1%	-4%	1%	26%	-1%	?	-8%[0.365 µM]
Giardia kill	-11	13	1	-19	18	-5	-8	9
Rab9 promoter act	1%	0%	/	0%	-5%	-1%	9%	-1%
KCNH2 3.1 block	-4	5	8	-14	-28	-21	15	-14
Tb PFK inh	-6%	-1%	/	1%	-10%	0%	-5%	2%
NPC1 promoter act	1%	-2%	/	1%	-3%	0%	2%	0%
ELG1 genotox	-5%	-3%	/	-1%	2%	-2%	0%	1%
uPA generation	?	-3%	3%	-3%	9%	-2%	1%	10%
Coupling enz	-7	8	0	/	1	1	0	3

[9] CC(=O)Nc1ccc(S(=O)(=O)N[C@H](C(=O)O)C(C)C)cc1
[10] O=C1/C(=C/c2ccc(N3CCOCC3)o2)SC(=Nc2ccccc2)N1CCc1c[nH]c2ccccc12
[11] CCC(C)(C)C1CCC2(CC1)NC(=O)N(CC(=O)NCCc1ccc(OC)c(OC)c1)C2=O (stereo not given)
[12] CCCS(=O)(=O)N1CCN(c2ccccn2)CC1
[13] CCc1ccc(NS(=O)(=O)c2ccc(OC)c3ncccc23)cc1
[14] CSc1cccc(NC(=O)CNC(=O)C2CCCCC2)c1
[15] COCCCn1c(=N)c(C(=O)NCC2CCCO2)cc2c(=O)n3ccccc3nc21 (stereo not given)
[16] c1cnc2c(c1)ncc1cscc12
compound no.	9	10	11	12	13	14	15	16
RORg inh	-8%	3.2µM*	/	4%	15%	19%	-29%	5%
FLuc modulator	-1%	?	3%	-2%	2%	2%	-8%	-2%
VP16 counter	-8%	5µM*	/	-9%	-12%	2%	-8%	2%
Giardia kill	-9	-14	-6	12	2	2	-1	-8
Rab9 promoter act	3%	0%	-2%	-2%	-3%	9%	6%	-6%
KCNH2 3.1 block	30	-48	-9	10	-2	7	-25	-4
Tb PFK inh	0%	?	1%	0%	-8%	1%	2%	3%
NPC1 promoter act	-6%	-8%	-3%	1%	1%	-2%	6%	-1%
ELG1 genotox	12%	-5%	-4%	-3%	0%	-3%	-2%	-3%
uPA generation	2%	-9%	-5%	-5%	-3%	-4%	-3%	-19%
Coupling enz	5	-7	/	0	0	/	-2	0

Molecules shown so far that contain an aryl thioether with sulfur outside any ring (2):
[4] C=CCn1c(SCC(=O)NC2CCCCC2)nnc1C1CCCCC1
[14] CSc1cccc(NC(=O)CNC(=O)C2CCCCC2)c1
compound no.	4	14
RORg inh	10%	19%
FLuc modulator	0%	2%
VP16 counter	1%	2%
Giardia kill	-19	2
Rab9 promoter act	0%	9%
KCNH2 3.1 block	-14	7
Tb PFK inh	1%	1%
NPC1 promoter act	1%	-2%
ELG1 genotox	-1%	-3%
uPA generation	-3%	-4%
Coupling enz	/	/

New compounds follow
[17] CCOC(=O)CC(=O)CSC1=C(C#N)C(c2ccccc2OC)CC(=O)N1 (stereo not given)
[18] COc1ccccc1-n1c(C)nnc1SCC(N)=O
[19] Cc1cc(CNC(=O)COc2ccc(C)c(C)c2)c2ccccc2n1
[20] COc1ccc(CNC(=O)c2cc(C)nn2-c2ccccc2)cc1
[21] Cc1cc(C)cc(OCCCCn2cncn2)c1
[22] c1ccc(COc2ccc(-c3sc(Nc4ccccc4)n[n+]3-c3ccccc3)cc2)cc1
[23] CC(C)c1ccc(/C=C/C(=O)NCCCc2ccccc2)cc1
[24] O=C(O)c1ccccc1C1=Nc2ccc(O)cc2Oc2cc(O)ccc21
compound no.	17	18	19	20	21	22	23	24
RORg inh	?	-6%[0.365 µM]	2%	21%	0%	-31%	22%	11%
FLuc modulator	0%	-2%	-6%	1%	-2%	?	?	-2%
VP16 counter	8%	/	2%	-4%	-8%	?	?	1%
Giardia kill	-6	7	-5	-2	-19	/	23	2
Rab9 promoter act	0%	-5%	-3%	-2%	-5%	-3%	-3%	-12%
KCNH2 3.1 block	3	1	-11	20	-6	/	?	2
Tb PFK inh	2%	-9%	1%	1%	0%	-1%	4%	-2%
NPC1 promoter act	-1%	-2%	-7%	-2%	-3%	2%	-2%	-2%
ELG1 genotox	-2%	1%	-5%	1%	0%	?	1%	-1%
uPA generation	10%	/	1%	4%	5%	/	5%	6%
Coupling enz	-18	0	2	-1	4	0	1	1

[25] O=C1CC(c2cccc(Cl)c2)c2cc3c(cc2N1)CCC3 (stereo not given)
[26] CCOc1ccc(N(CC(=O)NC(C)CC)S(=O)(=O)c2c(C)noc2C)cc1 (stereo not given)
[27] O=C(NCc1cccc(C(F)(F)F)c1)C1CCCN(c2cnccn2)C1 (stereo not given)
[28] CCN(CCS(=O)(=O)c1ccc(Cl)cc1)C(=O)Nc1ccc(Cl)cc1
[29] Cn1cccc1/C=C1\CCc2ccccc2C1=O
[30] COc1cc(NS(=O)(=O)c2ccc(NC(=O)COc3ccc(C)cc3)cc2)nc(OC)n1
[31] N#C/C(=C/c1ccc2c(c1)OCO2)C(=O)NCCc1c[nH]c2ccccc12
[32] CC1CCN(S(=O)(=O)c2ccc(C(=O)OCc3ccc4c(c3)OCO4)cc2)CC1
[33] O=C(Cc1ccccc1Cl)N/N=C/c1cccnc1
[34] CCOc1ccc(N(CC(=O)Nc2ccccc2C)S(=O)(=O)c2c(C)[nH]c(=O)[nH]c2=O)cc1
[35] CC(C)(C)N1C(=O)[C@H]2[C@@H](c3ccc(Br)cc3)N3C(=O)N(c4ccc(Br)cc4)C(=O)[C@@]3(Cc3ccccc3)[C@H]2C1=O
compound no.	25	26	27	28	29	30	31	32	33	34	35
RORg inh	?	5%	0%	-29%	13µM*	-2%	-13%	-23%	-4%	4%	-19%
FLuc modulator	1%	2%	-3%	0%	1.5µM*	-13%	-13%	0%	0%	4%	-2%
VP16 counter	?	-2%	-7%	-17%	0%	-5%	?	2%	-4%	2%	-1%
Giardia kill	2	/	-6	-11	?	4	1	-11	-15	-15	-5
Rab9 promoter act	-14%	1%	-9%	-1%	0.13µM*	2%	1%	0%	4%	-7%	10%
KCNH2 3.1 block	-13	/	0	-18	-1	8	-74*	21	11	6	2
Tb PFK inh	-5%	1%	1%	-23%	-21%	-3%	0%	3%	-6%	3%	-3%
NPC1 promoter act	-25%	0%	1%	-6%	0.35µM*	6%	-2%	-2%	-3%	-1%	-6%
ELG1 genotox	0%	-4%	-6%	-4%	?	0%	-1%	4%	1%	0%	-3%
uPA generation	?	/	-2%	-8%	-5%	1%	/	/	9%	6%	-2%
Coupling enz	-1	3	-2	9	-4	10	-3	7	/	5	-6

From PubChem BioAssay

No enrichment for hits; about 14% have a hit in one of these screens.
